PrPC TRFRET = inhibitors of human cell surface prion protein PrPC, primary screen, cell-based, TR-FRET; Major prion protein (Homo sapiens), P04156; TR-FRET read-out; inhibition, % at 13.8 µM; hit rate 0.43% among 370,000; AID 720596, 2013; in the data active = inhibition above about 24%; also: 0% = median of the test wells and 100% = reference compound wells
BH1578 lux ind = inducers of Vibrio cholerae quorum light production without autoinducers, primary screen, BH1578 luxS cqsA deficient, single point; V. cholerae BH1578 lux reporter, luminescence, 6 h; hit rate 0.16% among 350,000; AID 588436, 2011; activation, % at 18.7 µM; in the data active = activation mostly above about 9.7%, no sharp cut-off; also: not every result past the cut was called active; inactives centre near 0; reference of the scale not given here
CCHFV vOTU inh = CCHFV vOTU protease inhibitors, primary screen, biochemical, Pep-AMC substrate, fluorescence | Crimean-Congo hemorrhagic fever virus L polyprotein viral ovarian tumor (vOTU) protease … | inhibition, % at 11.5 µM | hit rate 0.55% among 370,000 | AID 651958, 2012; in the data active = inhibition above about 30%; also: 0% = vehicle wells with enzyme and 100% = no enzyme wells
PriA SSB inh = inhibitors of Klebsiella pneumoniae PriA binding to SSB C-terminal tail, primary screen, biochemical, AlphaScreen; PriA–SSB C-terminal tail interaction (Klebsiella pneumoniae); AlphaScreen SSBct-PriA binding, biotinylated peptide; inhibition, % at 33 µM; hit rate 0.6% among 430,000; in the data active = inhibition mostly above about 37%, no sharp cut-off; inactive = mostly below about 20%;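 also: plate controls were negative control peptide for no effect and reference peptide for full effect; strong numbers were not always called active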
Y pestis TopoI = Yersinia pestis topoisomerase I inhibitors, primary screen, biochemical, cleavage product accumulation, plate reader, single point; AID 504884, 2011; DNA topoisomerase I (Yersinia pestis CO92); hit rate 0.064% among 360,000; Y. pestis Topo-I cleavage product accumulation; activity, % at 10 µM; in the data active = activity above about 50%, passing the limit was not always enough; also: inactives centre near 2
DUSP3 inh = VHR1 phosphatase inhibitors, primary screen, biochemical, absorbance, uHTS | Dual specificity protein phosphatase 3 (Homo sapiens), P51452 | recombinant VHR phosphatase, pNPP absorbance | inhibition, % at 13.3 µM | hit rate 0.52% among 290,000; in the data active = inhibition above about 50%; also: some compounds called inactive have numbers as strong as hits
Target sequence (P51452 whole entry, looked up): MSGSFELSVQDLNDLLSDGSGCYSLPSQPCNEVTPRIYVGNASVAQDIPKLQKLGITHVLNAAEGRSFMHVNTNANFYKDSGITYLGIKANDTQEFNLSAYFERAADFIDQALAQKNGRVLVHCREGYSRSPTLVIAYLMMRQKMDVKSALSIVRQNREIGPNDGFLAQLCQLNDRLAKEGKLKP
TcdB inh = TcdB glycohydrolase inhibitors, primary screen, biochemical, single point, plate reader. TcdB glycohydrolase enzymatic assay. inhibition, % at 9.99 µM. hit rate 0.24% among 350,000. AID 652162, 2013; in the data active = inhibition above about 10%
3CLpro inhibitor = SARS-CoV 3CLpro protease inhibitors, primary screen, biochemical, quenched FRET; Replicase polyprotein 1ab (Severe acute respiratory syndrome coronavirus), P0C6X7; recombinant SARS-CoV 3CLpro, quenched FRET peptide cleavage; inhibition, % at 6 µM; hit rate 0.14% among 290,000; in the data active = inhibition above about 12%
Rv3671c protease = Rv3671c serine protease inhibitors, primary screen, biochemical, fluorescence polarization, M. tuberculosis H37Rv; P9WHR9; inhibition, % at 5.96 µM; hit rate 0.048% among 320,000; AID 2606, 2010; in the data active = inhibition above about 38%;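 also: extracellular domain of Rv3671c used as enzyme; 0% = enzyme with DMSO and 100% = no enzyme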
Target sequence (P9WHR9 whole entry, looked up, the tested form may be a part): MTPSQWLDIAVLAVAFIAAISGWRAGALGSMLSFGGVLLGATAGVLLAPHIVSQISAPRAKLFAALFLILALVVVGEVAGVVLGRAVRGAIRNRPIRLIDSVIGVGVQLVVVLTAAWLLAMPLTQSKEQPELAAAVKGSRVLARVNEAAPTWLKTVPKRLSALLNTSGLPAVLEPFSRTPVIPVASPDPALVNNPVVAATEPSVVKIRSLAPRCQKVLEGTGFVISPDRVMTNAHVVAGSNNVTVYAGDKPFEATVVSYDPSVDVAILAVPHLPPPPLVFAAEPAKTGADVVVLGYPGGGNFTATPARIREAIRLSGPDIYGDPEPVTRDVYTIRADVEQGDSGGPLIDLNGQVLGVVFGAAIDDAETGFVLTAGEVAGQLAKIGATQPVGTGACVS
MazF activator = activators of E. coli MazEF toxin-antitoxin RNase, primary screen, biochemical, fluorescence, uHTS; hit rate 0.32% among 350,000; Endoribonuclease toxin MazF (Escherichia coli (strain K12)), P0AE70; activation, % at 20 µM; FAM/BHQ RNA-DNA oligo cleavage fluorescence, 5 h; in the data active = activation above about 50%
Target sequence (P0AE70 whole entry, looked up): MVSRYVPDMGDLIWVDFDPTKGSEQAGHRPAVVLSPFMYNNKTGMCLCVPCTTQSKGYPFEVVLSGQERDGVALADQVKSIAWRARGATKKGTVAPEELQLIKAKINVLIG
* = called active by the depositor; i = inactive; x = no result given; & = joins results of further samples.

no.	Structure	PrPC TRFRET	BH1578 lux ind	CCHFV vOTU inh	PriA SSB inh	Y pestis TopoI	DUSP3 inh	TcdB inh	3CLpro inhibitor	Rv3671c protease	MazF activator
1	COc1cccc2sc(NNC(=O)C3COc4ccccc4O3)nc12 (stereo unspecified)	-5	-0.5	6	-18	-4	34	-0.8	-3	12	2
2	Cc1ccccc1NC(=O)c1ccc(NC(=O)C2CC(=O)OC23CCCCC3)cc1 (stereo unspecified)	-5	-0.4	-6	-14	-3	-3	1.9	-6	x	-3
3	CC1(C)Cc2nc3sc4c(=O)n(CC(=O)NCc5ccccc5)cnc4c3cc2CO1	6	i	-4	0	1	23	x	6	0	2
4	CCNC(=O)NC(=O)C(C)Sc1nc2ccccc2n1CC(C)C (stereo unspecified)	12	-0.3	7	-3	18	17	x	4	1	-1
5	COc1cc(/C=C/C(=O)OCC(=O)NCc2ccco2)cc(OC)c1OC	-11	-0.1	-13	-10	-10	3	0.1	-6	-2	3
6	CCOCCCNC(=S)NNC(=O)CCn1nc(C)c(Br)c1C	x	-0.2	x	-7	-7	-6	0.8	1	-4	-9
7	CC(=O)N1CCN(C(=O)CC2OC(=O)c3ccccc32)CC1 (stereo unspecified)	-7	0.4	5	-2	-5	25	x	-1	-2	8
8	Cc1cccc(NS(=O)(=O)c2ccccc2)n1	-5	0.4	-8	-3	4	-4	0.6	3	-6	-11
9	COc1ccc(C(C(=O)NC2CCCC2)N(C(=O)c2snc(C(N)=O)c2N)c2cc(C)ccc2OC)cc1OC (stereo unspecified)	2	-0.9	-6	-16	13	16	-1.4	0	-12	6
10	CCCc1nnc(SCC(=O)N2CCCCC2C)n1CCCOC (stereo unspecified)	0	-0.3	-4	-5	-4	15	x	0	1	5
11	CCOC(=O)c1sc2nc(NC(=O)C3CCCCC3)sc2c1C	6	-0.2	12	-11	-14	9	1.9	-3	-4	-5
12	Cc1cc(C)c2c(CC(=O)N3CCCC3)coc2c1	-6	-0.7	15	-14	-3	1	1.0	4	2	2
13	Cc1ccc(NC(=O)c2ccc(=O)n(CC(=O)Nc3c(C)cc(C)cc3C)n2)cc1	-5	-2.9	-4	3	-3	-14	2.3	2	-35	2
14	C=C(C)COc1ccc(-c2nc(N)ncc2-c2ccccc2OC)c(O)c1	-5	0.4	4	8	27	32	1.1	-1	0	-3
15	C/C(=N\OCC(=O)N/N=C/c1ccccc1O)c1cccs1	-2	33*	-9	x	15	-25	x	6	-4	4
16	O=[N+]([O-])c1nn(-c2ccc3c(c2)OCCO3)n(O)c1=NC1CCN(Cc2ccccc2)CC1	-7	12	7	9	17	24	1.7	4	2	0
17	CCOC(=O)C1CCCN(c2c(Nc3cccc(C)c3)c(=O)c2=O)C1 (stereo unspecified)	3	-0.3	2	-10	-4	13	-0.9	-2	-8	10
18	CC(C)COC(=O)N1CCCCC1c1cc(C(=O)Nc2ccccc2)no1 (stereo unspecified)	2	0.4	16	x	43	x	0.7	x	x	x
19	O=C(CSc1nccc(=O)[nH]1)Nc1ccc(N2CCOCC2)c(Cl)c1	-3	-0.1	14	6	-1	28	0.8	-3	-4	0
20	CC1=C(C(=O)OCC(C)C)C(c2cccc(F)c2)N2C(=O)C(C)SC2=N1 (stereo unspecified)	-1	-0.1	15	-9	18	-28	x	9	-5	1

Four entries from above in another layout.
11. CCOC(=O)c1sc2nc(NC(=O)C3CCCCC3)sc2c1C
  PrPC TRFRET = 6	BH1578 lux ind = -0.2	CCHFV vOTU inh = 12	PriA SSB inh = -11	Y pestis TopoI = -14	DUSP3 inh = 9	TcdB inh = 1.9	3CLpro inhibitor = -3	Rv3671c protease = -4	MazF activator = -5

12. Cc1cc(C)c2c(CC(=O)N3CCCC3)coc2c1
  PrPC TRFRET = -6	BH1578 lux ind = -0.7	CCHFV vOTU inh = 15	PriA SSB inh = -14	Y pestis TopoI = -3	DUSP3 inh = 1	TcdB inh = 1.0	3CLpro inhibitor = 4	Rv3671c protease = 2	MazF activator = 2

13. Cc1ccc(NC(=O)c2ccc(=O)n(CC(=O)Nc3c(C)cc(C)cc3C)n2)cc1
  PrPC TRFRET = -5	BH1578 lux ind = -2.9	CCHFV vOTU inh = -4	PriA SSB inh = 3	Y pestis TopoI = -3	DUSP3 inh = -14	TcdB inh = 2.3	3CLpro inhibitor = 2	Rv3671c protease = -35	MazF activator = 2

14. C=C(C)COc1ccc(-c2nc(N)ncc2-c2ccccc2OC)c(O)c1
  PrPC TRFRET = -5	BH1578 lux ind = 0.4	CCHFV vOTU inh = 4	PriA SSB inh = 8	Y pestis TopoI = 27	DUSP3 inh = 32	TcdB inh = 1.1	3CLpro inhibitor = -1	Rv3671c protease = 0	MazF activator = -3

(list continues)
no.	Structure	PrPC TRFRET	BH1578 lux ind	CCHFV vOTU inh	PriA SSB inh	Y pestis TopoI	DUSP3 inh	TcdB inh	3CLpro inhibitor	Rv3671c protease	MazF activator
21	CCOc1ccccc1NC(=O)C(C)SCc1ccccc1 (stereo unspecified)	7	-0.7	6	-19	17	-19	0.1	1	-8	1
22	Cc1ccc(-c2cc(C(=O)NC3CCCCC3)no2)cc1	3	i	-13	-12	6	20	0.4	-1	-4	13
23	CSc1nc2ccc(C)cc2c(=O)n1-c1cccnc1	8	i	2	-9	5	8	-3.8	-8	1	7
24	O=C(c1ccccc1)N1CCN(CC(O)Cn2ccc3ccccc32)CC1 (stereo unspecified)	-6	-2.1	-7	-2	3	18	-0.3	-3	2	-15
25	COc1cc(C)c(CN2CCN(S(=O)(=O)c3ccc(Cl)s3)CC2)cc1OC	2	i	9	10	18	x	1.0	x	1	2
26	c1ccc(Sc2ncnc3c2oc2ccccc23)nc1	4	-0.6	13	4	4	-6	x	-1	-7	15
27	COc1ccc(CN2CCC(C)(Oc3ccc4c(c3)OCO4)C2)c2ccccc12 (stereo unspecified)	-5	i	5	x	18	x	-0.5	x	x	x
28	O=C(O)CC(C(=O)Nc1ccc(Cl)cc1Cl)C1CCCO1 (stereo unspecified)	1	-0.3	-14	-10	-2	10	-0.1	-1	-10	-1
29	CCC1CCCCN1C(=O)c1cc2cc(Br)ccc2oc1=O (stereo unspecified)	2	-0.2	-4	2	1	17	-0.2	0	0	7
30	Cn1ncc2c(NNC(=O)C3CCCCC3)ncnc21	4	-0.3	-8	-1	12	32	1.9	4	-2	3
31	CC1CN(C(=O)c2cccc(COc3ccccc3Cl)c2)CC(C)O1 (stereo unspecified)	-7	i	4	-6	8	13	1.0	-5	8	-6
32	CC1CCN(CCCCOc2ccc([N+](=O)[O-])cc2)CC1	-5	0.2	-3	-3	-2	-1	1.2	-3	-5	-2
33	O=C(CSc1nc2ccccc2o1)Nc1nc2c(s1)CCCC2	9	i	2	-1	11	x	1.8	x	x	-2
34	CC(=O)NC1CC2CCCC(C1)N2C(=O)Nc1cccc(C(C)=O)c1 (stereo unspecified)	8	0.7	-8	-28	1	x	-1.2	x	x	11
35	COCCn1c(-c2ccc(C)cc2)nc2c(c(=O)c3ccccc3n2C)c1=O	7	-0.3	5	-8	3	x	1.7	x	x	-9
36	Cc1nn(C)cc1CNC(=O)C1C2CCC(C2)C1C(=O)O (stereo unspecified)	1	x	4	x	x	6	0.5	-4	0	x
37	CCCc1nc2sc3c(SCC(=O)NCc4ccco4)ncnc3c2c2c1CCC2	3	i	3	-6	36	-11	x	-2	-5	4
38	COc1ccc(N2CCOCC2)c(NC(=O)c2cccnc2)c1	1	-1.3	4	0	12	-3	1.5	-2	-9	1
39	CC(C)N1CC(C(=O)O)CC1=O (stereo unspecified)	-1	-12	0	4	7	28	x	0	2	12
40	CCCC[C@@H]1CNCCN1CCCc1cc(OC)c(OC)c(OC)c1	4	-5.9	3	-3	-6	x	-0.4	x	0	-3
41	COc1ccccc1NC(=O)Oc1ccc(C(C)=O)cc1	2	x	13	-10	-7	-4	x	3	0	-4
42	Cc1ccc(C(=O)COC(=O)CNS(=O)(=O)c2ccccc2)cc1[N+](=O)[O-]	4	-0.1	-7	-22	3	6	x	2	-3	4
43	COc1ccc(S(=O)(=O)NCCSCc2ccccc2C)cc1Br	-1	i	2	-9	45	17	x	3	-9	-12
44	COC(=O)C1=C(c2ccc(-c3ccccc3)c(F)c2)C[C@@H]2CC[C@H]1N2C(=O)N1CCC(C)CC1	2	i	14	-4	20	x	6.4	x	-2	-3
45	CC(=O)c1c(C)c2c(n1CCN(C)C)CCCC2	1	i	-5	-5	3	6	x	6	2	14
46	O=C(CSc1nc2ncccc2[nH]1)Nc1c(F)cc(F)cc1Br	0	-0.3	-4	-5	4	9	0.0	-1	-2	2
47	Cc1cc(N)n2nc(-c3ccc(C(C)(C)C)cc3)cc2n1	1	1.3	9	0	2	45	x	2	5	13
48	CSCC[C@H](NC(=O)c1cccc(S(=O)(=O)N2CCCCCC2)c1)c1nc2ccccc2[nH]1	5	-4.5	2	14	14	x	4.8	x	-11	-5
49	O=C(O)c1nccnc1C(=O)Nc1ccc(Cl)cc1Cl	6	i	-7	-9	3	-15	0.5	0	4	15
50	CCN(CC)CCn1c(=N)n(CC(O)COc2ccccc2)c2ccccc21 (stereo unspecified)	1	-0.1	-3	-1	1	34	0.7	-1	-4	11
51	CN(CC(=O)Nc1ccccc1Cl)C(=O)COC(=O)/C=C/c1cccc(C(F)(F)F)c1	-7	i	-5	-1	4	x	-0.3	x	0	2
52	Cc1ccc(CN2CCN(Cc3ccccc3)C(CCO)C2)s1 (stereo unspecified)	-6	x	6	7	2	12	0.4	-2	-1	-5
53	CCc1nn(CC(=O)N2CCC(C(N)=O)CC2)c(=O)c2cc3occc3n12	4	-0.2	12	-3	2	-7	1.0	-3	-7	5
54	CCCC(=O)Nc1cccc(Oc2ccc3c(c2)C(=O)NC3=O)c1	-2	i	-9	3	-2	14	0.8	4	-7	3
55	COc1ccccc1NC(=O)Cc1nnc(SCC(=O)NC2CCCCC2C)n1C (stereo unspecified)	-3	i	11	-12	-6	25	-7.9	-6	2	5
56	CC(CN(C)Cc1nc(Cc2cccc(C(F)(F)F)c2)no1)CN1CCCC1 (stereo unspecified)	-4	i	-1	-10	3	1	1.2	4	2	2
57	O=C(O)CCN1C(=O)c2ccc(NC(=O)Cc3ccc(Cl)cc3)cc2C1=O	7	i	-38	-14	-5	14	-7.9	-3	-2	1
58	CCOC(=O)CNC(=O)C1Cc2ccccc2CN1S(=O)(=O)c1cccs1 (stereo unspecified)	3	0.3	-9	-4	8	22	0.6	-2	0	-5
59	CCN1CCc2c(sc(NC(=O)C3CCCCC3)c2C(=O)OC)C1	-6	-0.1	5	6&-10	8	2	2.6	-4	4	9
60	Cc1cc(C)n(CC(=O)NCc2ccccc2)c(=O)c1C#N	2	-0.3	-5	-14	-2	2	1.5	-3	1	15
61	Cc1ccccc1OCC(=O)N/N=C/c1ccco1	-2	i	-2	x	3	12	x	2	-8	7
62	CC1CN(c2ccccc2)CCN1Cc1nc(Cc2ccccc2)no1 (stereo unspecified)	-7	-0.5	7	-13	4	11	2.5	4	4	9
63	Cc1ccc(C)n1-c1ncn[nH]1	-2	i	-7	2	3	8	x	-3	-5	1
64	Cc1csc2nc(CNS(=O)(=O)c3ccc4c(c3)CCCC4)cn12	3	-0.1	-1	-5	-1	16	1.0	-3	7	13
65	CC(C)C(=O)Nc1ccc(NC(=O)CCc2ccccc2)cn1	4	-3.6	-10	-9	2	4	0.8	0	1	0
66	CC1CC(C)CN(CCCNC(=O)CCNC(=O)Cn2cnc3ccccc3c2=O)C1 (stereo unspecified)	-6	-0.4	11	-2	-3	17	0.8	6	-6	15
67	CCn1c(N2CCN(S(=O)(=O)c3ccc(OC)cc3)CC2)nc2ccccc21	4	i	-5	-10	2	-4	0.1	-1	2	3

High-throughput results: PubChem BioAssay, several laboratories

The list is partial; count on the stated rates, not on these rows.
